PP5 primary – PP5 phosphatase inhibitors, primary screen, biochemical, fluorescence; hit rate 0.18% among 320,000; Serine/threonine-protein phosphatase 5 (Homo sapiens), P53041; inhibition, % at 6.7 µM; purified PP5c, OMFP substrate fluorescence;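 active means inhibition above the campaign's mean inhibition across all tested compounds plus 3 SD, cut at about 9.5% in these data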;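 further: 0% = DMSO only and 100% = 100 µM cantharidin control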
Fh CTSL1 inh – Fasciola hepatica cathepsin L1 inhibitors, primary screen, counter-screen for PFM18AAP inhibitor project, biochemical, QFRET, fluorogenic peptide substrate | inhibition, % at 5.96 µM | recombinant F. hepatica cathepsin L1, Z-Leu-Arg-MCA fluorescence | hit rate 0.49% among 300,000;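 active means inhibition above the mean of all tested compounds plus 3 SD, set per screening campaign, cut at about 17% in these data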;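 further: 0% = plate median of test compound wells and 100% = 1 µM Z-Phe-Ala-diazomethylketone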
VLA-4 inh – inhibition in human VLA-4 binding assay, primary screen, VLA-4 allosteric modulator project, MLPCN library, flow cytometry, VLA-4 expressing cells | Integrin alpha-4 (Homo sapiens), P13612 | ligand binding flow cytometry | inhibition, % (about 7 µM as worked out from the volumes in the protocol) | hit rate 0.2% among 330,000 | AID 2557, 2010; in the data active means inhibition above about 50%
proCasp7 act – procaspase-7 activators, primary screen, counter-screen for procaspase-3 activator project, biochemical, absorbance, HTS, human | Caspase-7 (Homo sapiens), P55210 | recombinant procaspase-7, Ac-DEVD-pNA absorbance 405 nm; D23A/D198A/D206A triple mutant, cannot self-cleave; scale: DMSO 0, 5 µM enzyme 100 | activation, % at 8.5 µM | hit rate 0.093% among 330,000 | AID 463210, 2010;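 active means percent activation above the screen-wide mean plus 3 SD, cut at about 25% in these data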
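Test system: Procaspase-7 triple mutant (PC-7 D3A). Also added: Ac-DEVD-pNA substrate, 400 µM as added. Schedule: 1 h enzyme–compound preincubation and 2 h substrate reaction, both 25 °C. Signal: p-Nitroaniline absorbance at 405 nm, read at 0 and 120 min. Control set: low DMSO alone, high DMSO plus 5 µM PC-7.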
GASC-1 inh – inhibitors of GASC-1 histone demethylase, primary screen, biochemical, fluorescence, DELFIA europium; AID 2099, 2009; GST-JMJD2C(1-420) H3K9me3 demethylation; hit rate 0.069% among 330,000; Lysine-specific demethylase 4C (Homo sapiens), Q9H3R0; inhibition, % at 2.35 µM;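 active means more than half of a compound's replicate wells show inhibition beyond 50%, single wells judged on their own value; inconclusive means some, but no more than half, of replicates pass 50% inhibition; inactive means no replicate passes 50% inhibition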;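 further: signal counts dimethyl H3K9 product captured on neutravidin plate; 0% = median of DMSO wells and 100% = 0.3 times that DMSO median; strong numbers were not always called active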
Target sequence (Q9H3R0 1-420 limits assumed): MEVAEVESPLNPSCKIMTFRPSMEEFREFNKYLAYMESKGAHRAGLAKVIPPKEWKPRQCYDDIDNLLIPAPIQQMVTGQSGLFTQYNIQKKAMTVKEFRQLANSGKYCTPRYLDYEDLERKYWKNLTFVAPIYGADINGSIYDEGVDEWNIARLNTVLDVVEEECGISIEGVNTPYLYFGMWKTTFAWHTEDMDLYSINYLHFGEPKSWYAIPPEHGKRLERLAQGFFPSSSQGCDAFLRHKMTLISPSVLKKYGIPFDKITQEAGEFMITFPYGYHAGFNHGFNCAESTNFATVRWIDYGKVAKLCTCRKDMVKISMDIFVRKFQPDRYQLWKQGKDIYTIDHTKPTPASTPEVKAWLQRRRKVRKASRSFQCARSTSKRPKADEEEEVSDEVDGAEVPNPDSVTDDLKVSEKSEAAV
procasp3 activ – activators of human procaspase-3 D3A mutant, primary screen, biochemical, absorbance, PC-3 D3A mutant, single concentration. Caspase-3 (Homo sapiens), P42574. recombinant procaspase-3 D3A, Ac-DEVD-pNA absorbance 405 nm. activation, % at 8.5 µM. hit rate 0.11% among 330,000;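 active means activation above the mean of all tested compounds plus 3 SD, cut at about 21% in these data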;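 further: 0% = DMSO alone and 100% = DMSO wells spiked with extra 5 µM PC-3 D3A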
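Assay system: Procaspase-3 D3A mutant, all three cleavage aspartates alanine. Buffer or medium: Zinc-free HEPES saline buffer with Triton X-100. Times: 1 h compound preincubation, 2 h substrate hydrolysis at 25 °C. Measured by: 405 nm absorbance of p-nitroaniline, reads at 0 and 120 min. Read-out basis: percent activation relative to control range. Replicates: singlicate.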
HCV core dimer – inhibitors of HCV core protein dimerization, primary screen, biochemical, TR-FRET, high-throughput; inhibition, % at 5 µM; AID 1899, 2009; hit rate 0.33% among 300,000; TR-FRET GST/Flag-core106 dimerization, 1536-well;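 active means inhibition above the mean of all tested compounds plus 3 SD, set per screening campaign, cut at about 45% in these data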
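System – GST-tagged and Flag-tagged HCV core protein residues 1-106 · Repeats – one well for each compound · Technique – TR-FRET 671 and 617 nm emission · Doses – one concentration, 5 µM, in 0.5% DMSO · Times – 4 h, 22.5 °C incubation · Also added – Eu donor and XL665 acceptor anti-tag antibodies · Measure – percent inhibition of core106 dimerization signal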
GRK2 aptamer HTS – compounds blocking aptamer binding on GRK2 – biochemical, human GRK2, bead flow cytometry, HTS, primary screen | Beta-adrenergic receptor kinase 1 (Homo sapiens), P25098 | inhibition of aptamer binding, % at 10 µM | hit rate 0.59% among 330,000 | FAM-aptamer displacement from GRK2;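 active means inhibition of aptamer binding above 40%, roughly 3 SD of noise, on plates passing a quality check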;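 further: median bead fluorescence of bound FAM aptamer so fluorescent compounds give negative values; no value below 0 was filed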
Target sequence (P25098 whole entry, looked up): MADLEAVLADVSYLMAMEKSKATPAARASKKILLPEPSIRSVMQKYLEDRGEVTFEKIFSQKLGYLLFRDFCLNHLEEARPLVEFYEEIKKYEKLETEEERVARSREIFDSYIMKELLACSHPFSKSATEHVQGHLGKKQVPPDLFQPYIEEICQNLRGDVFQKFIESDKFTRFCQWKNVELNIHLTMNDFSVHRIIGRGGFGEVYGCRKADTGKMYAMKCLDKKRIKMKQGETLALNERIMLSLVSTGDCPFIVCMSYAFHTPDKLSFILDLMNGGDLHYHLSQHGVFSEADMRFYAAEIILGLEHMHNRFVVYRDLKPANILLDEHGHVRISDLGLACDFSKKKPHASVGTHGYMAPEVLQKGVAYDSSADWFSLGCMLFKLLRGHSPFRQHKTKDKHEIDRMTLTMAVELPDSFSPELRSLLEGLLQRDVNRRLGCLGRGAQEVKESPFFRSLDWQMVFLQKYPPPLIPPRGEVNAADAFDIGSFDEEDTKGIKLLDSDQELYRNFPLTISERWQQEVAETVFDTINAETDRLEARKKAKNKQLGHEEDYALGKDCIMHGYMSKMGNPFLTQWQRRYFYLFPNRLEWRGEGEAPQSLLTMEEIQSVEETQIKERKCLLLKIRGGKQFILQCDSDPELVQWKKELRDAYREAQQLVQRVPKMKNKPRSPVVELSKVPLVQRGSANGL
PP1 counter – PP1-alpha phosphatase inhibitors, primary screen, counter-screen for PP5 inhibitor project, biochemical, fluorescence, OMFP substrate, single point. Serine/threonine-protein phosphatase PP1-alpha catalytic subunit (Homo sapiens), P62136. purified PP1alpha. inhibition, % at 6.7 µM. hit rate 0.9% among 320,000;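 active means inhibition above the mean inhibition of all tested compounds plus 3 SD, computed separately for each screening campaign, cut at about 15% in these data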
* = called active by the depositor; i = inactive; ? = inconclusive; / = not tested or not shown; & = joins results of further samples.

SMILES	PP5 primary	Fh CTSL1 inh	VLA-4 inh	proCasp7 act	GASC-1 inh	procasp3 activ	HCV core dimer	GRK2 aptamer HTS	PP1 counter
C=CCn1c(-c2ccc(OC)c(OC)c2)cs/c1=N\c1ccccn1	1.7	0	6	-17	6	-8	13	0	-2
O=C(CN1CCN(C(=O)N2CCOCC2)CC1)Nc1cc(Cl)ccc1Cl	1.3	1	-12	1	0	6	-3	4	-2
COc1ccc(C(=O)Nc2ccc(C(=O)N3CCCC3)cc2)cc1[N+](=O)[O-]	-2.7	-2	-6	-4	-4	-8	9	0	-14
CC(C(=O)c1ccccc1)n1cnc2ccccc2c1=O (stereo not drawn)	4.1	-1	5	10	1	-1	2	0	-7
COc1ccc(NS(=O)(=O)c2ccc(C(=O)N(C)Cc3ccc(C)o3)cc2)cc1	/	/	-12	1	-6	2	/	7	/
Cc1cc(C)c2nc(N3CCCN(C(=O)c4cnccn4)CC3)c(C#N)cc2c1	1.0	1	-15	-5	-16	-6	8	1	3
CCCCN(CCCC)CCNC(=O)CSCc1ccc(C)cc1	0.4	-1	2	-6	0	-9	5	2	1
C=C(C)CSc1nc(N)c(C#N)c(-c2ccc(C)cc2)c1C#N	2.1	0	12	-7	11	10	4	1	5
C=C[C@@]1(C)CCC(/C(C)=C/C=C/C(C)(C)O)C[C@@H]1C(=C)C (stereo partly drawn)	/	/	14	-2	8	-1	/	4	/
CCN1CCN(C(=O)c2c(-c3ccccc3)noc2C)CC1	1.7	-2	3	1	-1	12	-2	0	-4
CC1=C(C)CS(=O)N(S(=O)(=O)c2ccccc2)C1 (stereo not drawn)	0.4	2	5	-18	0	-17	-4	0	7
Cc1ccc(/C=N/NC(=O)c2cccnc2)s1	0.3	4	-1	6	5	11	-5	2	-2
CNc1ccccc1C(C)(C)c1cc(-c2cccc(OC)c2)no1	0.4	0	i	-3	?	0	2	3	-2
COCCn1ccc2c(OCC(=O)Nc3ccccc3OC)cccc2c1=O	0.9	-4	-2	10	4	8	0	0	-3
COc1ccc(C(C(=O)NCc2ccccc2)N(Cc2ccco2)C(=O)c2snc(C(N)=O)c2N)cc1OC (stereo not drawn)	0.6	1	-22	-1	-39	2	10	3	0
COC(=O)c1cnn(-c2ccccc2)c1C(OC)OC	-0.5	7	-22	8	-11	3	1	0	2
C(=N\Nc1nncc2ccccc12)/c1ccccn1	3.7	-1	3	1	3	1	-5	1	-2
CC1(C)CC2CC(C)(CN2c2ncnc3ccc(Br)cc23)C1 (stereo not drawn)	4.4	2	-3	6	0	3	31	1	6
C=CCn1c(=O)c(C#N)cc2c(=O)n3ccccc3nc21	-0.4	7	-13	-12	1	-15	12	4	-3
NC(=O)C1=NOC(CNc2ncc(C(F)(F)F)cc2Cl)C1 (stereo not drawn)	2.5	-4	7	2	10	-1	0	1	1

Fetched by structure from the entries so far, 2 records:
SMILES	PP5 primary	Fh CTSL1 inh	VLA-4 inh	proCasp7 act	GASC-1 inh	procasp3 activ	HCV core dimer	GRK2 aptamer HTS	PP1 counter
CC1=C(C)CS(=O)N(S(=O)(=O)c2ccccc2)C1 (stereo not drawn)	0.4	2	5	-18	0	-17	-4	0	7
CC1(C)CC2CC(C)(CN2c2ncnc3ccc(Br)cc23)C1 (stereo not drawn)	4.4	2	-3	6	0	3	31	1	6

Going on with the list:
SMILES	PP5 primary	Fh CTSL1 inh	VLA-4 inh	proCasp7 act	GASC-1 inh	procasp3 activ	HCV core dimer	GRK2 aptamer HTS	PP1 counter
COc1ccccc1/C=C(/NC(=O)c1ccc(Cl)cc1Cl)C(=O)O	0.2	8	5	-3	15	-8	4	7	4
CC(C)Nc1nc2nonc2nc1Nc1ccccc1	-0.9	-3	4	17	11	-5	1	2	1
CCOC(=O)N1CCN(C(=O)c2ccc3c(=O)n(Cc4ccccc4)c(=S)[nH]c3c2)CC1	3.2	2	7	-3	-3&10	-5	3	2	1
Cc1nn(C)cc1CNC(=O)COc1ccc(Cl)cc1Cl	1.3	-4	-3	5	2	4	-1	1	-5
CC(=O)Nc1ccc(SC[C@H](Cc2ccccc2)N2CCN(CCc3ccccc3)CCC2=O)cc1	1.6	-2	/	-14	2	-6	4	/	-1
Cc1ccc(C)c(C(=O)COC(=O)Cn2[nH]c(=O)c3ccccc3c2=O)c1	1.5	/	6	-2	-1	8	/	1	1
Nc1nc(SCC(=O)NNc2c(Cl)cc(Cl)cc2Cl)n[nH]1	-1.5	-1	-17	-11	-1	-9	5	5	-2
O=C(Nc1cn(-c2ccccc2)nc1-c1ccc(F)cc1)c1ccccc1	0.5	3	-2	0	-13	3	4	0	-1
COc1ccc(N2CC(C(=O)Nc3nnc(SCCC4OCCO4)s3)CC2=O)cc1 (stereo not drawn)	0.1	7	-15	-4	9	7	36	8	-1
CCCCC(CC)C(=O)Nc1ccc(S(=O)(=O)N2CCCC2)cc1 (stereo not drawn)	-1.4	2	-10	5	-17	-7	11	1	-2
COc1cccc(C2CC(c3cccc(NS(C)(=O)=O)c3)=NN2C(=O)c2ccccc2)c1OC (stereo not drawn)	0.7	3	7	4	6	15	2	0	1
c1ccn2cc(C34CC5CC(CC(C5)C3)C4)nc2c1	2.0	4	-7	5	-22	10	1	0	1
CCN1C(=O)C2(SC(NC(C)=O)=NN2C(C)=O)c2cc(C)cc(C)c21 (stereo not drawn)	-0.7	4	-2	-5	6	-2	-7	0	4
COC(=O)/C=C1/SC(=NC(=O)c2cccc([N+](=O)[O-])c2)NC1=O	0.4	1	5	-12	?	-5	8	0	-2
C=CCNC(=S)N/N=C/c1cccc([N+](=O)[O-])c1	1.4	-1	-3	3	-1	7	-3	0	-1
O=C(COC(=O)c1ccc(S(=O)(=O)N2CCOCC2)cc1)NC1CCCCCC1	-3.0	0	4	-3	52&4	7	-2	3	-1
CCOC(=O)[C@@H]1[C@H]2COc3ccccc3[C@@H]2N2C(=O)N(c3cccc(Cl)c3)C(=O)[C@]12C	3.0	0	3	-11	-5	3	14	0	-3
O=C(CSc1nc2ccccc2n1S(=O)(=O)c1ccccc1)N1CCCC1	1.3	0	-1	5	13	4	2	3	-2
Cc1[nH]n(-c2ccc([N+](=O)[O-])cc2)c(=O)c1C=NCCc1c[nH]c2ccccc12	1.0	2	9	2	1	-2	2	0	-2
CS(=O)(=O)N1CCN(c2ccccc2NC(=O)c2ccc(-c3ccc(Cl)cc3Cl)o2)CC1	-1.8	-3	0	4	18&3	6	27	0	4
CCCNC(=O)c1onc(CSc2ccncc2)c1C(=O)NCCC	-0.9	0	3	-3	-2	-3	2	0	0
C/C(=N\Nc1ccccn1)c1ccc(OC(F)F)cc1	-0.7	0	-6	4	-2	3	-2	2	-2
CC1(C)CCC(=O)N2CC[C@H]3C[C@H](OC(=O)Nc4ccc(Br)cc4)C[C@@H]1[C@H]32	4.5	0	30	-1	-8	-10	-5	0	-5
Cc1ccc(NC(=O)c2ccc3c(c2)N(CC(=O)N2CCCCC2)C(=O)C(C)(C)O3)cc1	2.3	4	5	-7	-8	-3	1	0	-1
CCC(Sc1ncccc1Nc1ccccn1)C(=O)O (stereo not drawn)	1.2	1	2	4	/	-4	-4	0	-2
COc1ccc(C(=O)N=C2SC3CS(=O)(=O)CC3N2Cc2ccccc2)cc1OC (stereo not drawn)	1.3	2	-1	10	7	0	0	0	-1
CN1/C(=C\C(=O)c2ccco2)c2ccccc2CC1(C)C	3.1	2	1	-13	2	-14	9	0	2
CCc1ccc(OCC(=O)N(Cc2ccccc2)C2CCS(=O)(=O)C2)cc1 (stereo not drawn)	3.5	-1	6	7	0	1	2	1	2
CCCCOC(=O)Nc1nnc(CC(=O)NCc2ccccc2)s1	3.5	5	-15	5	-1	-3	-2	3	-4
O=C(CCCOc1ccccc1)Nc1cccc(S(=O)(=O)N2CCCCC2)c1	2.4	/	-3	2	-6	-2	/	2	3
N#Cc1ccc(COc2ccc(CCO)cc2-n2nc3ccccc3n2)cc1	2.9	-3	4	1	2	11	-1	0	1
CCNc1nc(NC(N)=S)nc(NC(C)(C)C)n1	-1.8	-1	19	-18	24	-4	-2	0	-4
Cc1cc(O)cc2c1O[C@@](C)(CCC[C@@H](C)CCC[C@@H](C)CCCC(C)C)CC2	2.9	3	35	0	/	2	2	3	1
CCOc1cc(C(=O)Nc2ccc(S(=O)(=O)Nc3onc(C)c3C)cc2)cc(OCC)c1OCC	/	/	0	-3	4	10	/	1	/
CC12C=CC3(O1)C(C(=O)N(c1cccnc1)C3C(=O)NC1CCCCC1)C2C(=O)Nc1ccccc1 (stereo not drawn)	2.7	0	24	6	-12	-4	-6	0	-6
CC(=O)c1cccc(N=Cc2c(O)c3ccccc3oc2=O)c1	-0.7	4	-3	-7	-11	5	14	0	-1
COc1cc(NC(=O)C2CCCCC2)c(OC)cc1NC(=O)c1ccco1	2.1	2	30	0	-2	-2	-3	0	-2
COc1c(S(=O)(=O)N2CCCCC2)ccc2c(S(=O)(=O)N3CCCCC3)cccc12	-0.7	-3	i	0	/	8	-2	0	-4
Cc1ccc(CNC(=O)CNC(=O)c2ccc(C(C)(C)C)cc2)n1C	/	/	-17	-11	-4	17	/	0	/
O=C(O)c1ccc(/C=N/NC(=S)NCc2ccccc2)cc1	-1.8	-1	20	10	1	5	-4	3	-4
CCCc1nc2c(sc3nc4c(cc32)COC(C)(C)C4)c(=O)n1CCN(CC)CC	0.1	4	12	10	-4	8	-1	0	-5
CCCCCCn1cc(C(=O)O)c(=O)c2cc(F)c(N3CCCCC3)cc21	-0.2	-3	10	12	-13	-8	6	0	7
Cc1cc(=O)[nH]c(SCc2nc3ccccc3s2)n1	1.5	8	3	8	3	2	0	0	0
COC1CCN(C(=O)C2CCC(=O)N(C3CCCCCC3)C2)CC1 (stereo not drawn)	0.2	6	0	-1	-7	1	3	1	4
CN(C)S(=O)(=O)c1ccc(NC(=O)COC(=O)CC2CC3CCC2C3)cc1 (stereo not drawn)	0.9	-2	13	0	111	0	1	0	3
O=C(CSc1nc2ccccc2[nH]1)N1CCCCC1	1.5	1	12	-4	-20	-5	0	1	0
Cc1cc(=O)oc2cc(OCC(=O)NCCc3c[nH]c4ccc(F)cc34)ccc12	2.5	4	20	13	?	1	-1	0	5

Source: PubChem (several laboratories)
